# RT RNaseH block = inhibitors of HIV-1 reverse transcriptase RNase H. P04585. RT-RNase H RNA/DNA duplex cleavage, fluorescence. inhibition, % at 10 µM. hit rate 1.9% among 65,000; in the data active = inhibition above about 50%
# RmlC RmlD mix = RmlC/RmlD inhibition, mixture screen; AID 1532; hit rate 0.39% among 110,000; RmlC/RmlD coupled enzyme inhibition, 384-well mixture HTS; inhibition, % at 5.5 µM; in the data active = inhibition above about 30%, passing the limit was not always enough; note: strong numbers were not always called active
# * = called active by the depositor; nt = not tested or not shown. The list is partial; count on the stated rates, not on these rows.
item | molecule | RT RNaseH block | RmlC RmlD mix
1 | COc1ccccc1N(CN1CCCC1=O)C(=O)c1c(F)cccc1Cl | -3.5 | 2.2
2 | CCCCS(=O)Cc1ccccc1 (stereo unspecified) | nt | -85.0
3 | Cc1ccc(-c2nn(C)c(=O)c3ccccc23)cc1CNC(=O)CN1CCOCC1 | -11.2 | 11.2
4 | COc1ccccc1-c1coc2c(CN3CCN(C)CC3)c(O)ccc2c1=O | -6.3 | 15.7
5 | O=C(CN1CCN(C2CCCCC2)CC1)c1c[nH]c2ccccc12 | nt | -5.8
6 | COc1ccc(C2C(C(=O)NCc3ccccn3)c3cc(OC)c(OC)cc3C(=O)N2C)cc1 (stereo unspecified) | 4.6 | -2.3
7 | O=C(CSc1ncc(-c2ccccc2)n1C1CCCC1)N1CCc2ccccc21 | nt | -26.7
8 | Cc1ccc(S(=O)(=O)NCC2CCC(C(=O)N3CCC4(CC3)OCCO4)CC2)cc1 (stereo unspecified) | -6.7 | -40.4
9 | O=C(Nc1cnc2sccn2c1=O)c1ccccc1Cl | -5.9 | -11.8
10 | O=S(=O)(CCc1nc2ccccc2o1)c1ccc(Cl)cc1 | -11.8 | -13.0
11 | NC(=O)CC(NC(=O)Cc1ccc(Br)cc1)c1ccc(NCCc2ccccc2F)c([N+](=O)[O-])c1 (stereo unspecified) | nt | -6.0
12 | CCc1c(C)nc2ncnn2c1N1CCC(C(=O)NCc2cccc(OC)c2)CC1 | -17.7 | 19.3
13 | CC(=O)c1c(C)n(CC2CCCO2)c2ccc(O)cc12 (stereo unspecified) | 8.3 | -46.0
14 | O=C(c1ccccc1)N1CCCCC(Sc2nnc3ccccn23)C1=O (stereo unspecified) | -8.0 | -6.6
15 | Cc1cc(N2CCCC2)c(C)cc1C=O | nt | 5.2
16 | CCSC1=N/C(=C\c2ccc3c(c2)OCO3)C(=O)S1 | nt | -13.8

# The closing 2 records of the part above open the next one.
item | molecule | RT RNaseH block | RmlC RmlD mix
15 | Cc1cc(N2CCCC2)c(C)cc1C=O | nt | 5.2
16 | CCSC1=N/C(=C\c2ccc3c(c2)OCO3)C(=O)S1 | nt | -13.8
17 | CC(=O)NCCc1cc2ccc(C)c(C)c2[nH]c1=O | -12.6 | 1.3
18 | CCCC(C)C(=O)NCc1ccccc1OC (stereo unspecified) | -2.7 | -6.3
19 | Nc1nc2ccccc2n1/N=C/c1ccc(-c2ccccc2)o1 | 3.5 | nt
20 | CCOC(=O)CSc1nc(C)cc(Oc2ccc(=O)n(C)n2)n1 | -23.8 | nt
21 | O=C(Nc1ccc(Oc2ccccc2)cc1)C1CCN(c2ncccn2)CC1 | 26.7 | -10.0
22 | Cc1[nH]c2ccccc2c1C1=CCNCC1 | 2.1 | 5.5
23 | O=C(CN1C(=O)NC(Cc2ccccc2)C1=O)Nc1ccc(F)cc1 (stereo unspecified) | -3.7 | -7.6
24 | Cn1nnnc1Sc1ncnc2scc(-c3ccc(F)cc3)c12 | 3.4 | nt
25 | CCN(CC)CCN(Cc1cc2cc3c(cc2[nH]c1=O)OCCO3)C(=O)NC1CCCCC1 | 0.2 | 26.4
26 | O=C(NC12CC3CC(CC(C3)C1)C2)C1CC(=O)N(c2ccc(Br)cc2)C1 (stereo unspecified) | nt | 9.3
27 | COc1cc2[nH]c(=S)n(CCN3CCOCC3)c(=O)c2cc1OC | 7.2 | -13.5
28 | Cc1ccc(NCC(O)C(O)C(O)CO)cc1C (stereo unspecified) | -5.5 | 9.4
29 | CCOc1ccc(NC(=O)N(CCCN2CCOCC2)Cc2cccnc2)cc1 | nt | -11.4
30 | O=C(Cn1cccc1)NCc1cccs1 | 1.5 | -6.4
31 | Cc1nnc(SCCn2c(N3CCN(C)CC3)nc3c2c(=O)[nH]c(=O)n3C)s1 | 0.4 | 8.5
32 | c1ccc(-c2cc3c(N4CCOCC4)ncnc3s2)cc1 | -52.6 | -5.4

# 16 entries from above, arranged by heavy-atom count, rising.
item | molecule | RT RNaseH block | RmlC RmlD mix
15 | Cc1cc(N2CCCC2)c(C)cc1C=O | nt | 5.2
22 | Cc1[nH]c2ccccc2c1C1=CCNCC1 | 2.1 | 5.5
18 | CCCC(C)C(=O)NCc1ccccc1OC (stereo unspecified) | -2.7 | -6.3
28 | Cc1ccc(NCC(O)C(O)C(O)CO)cc1C (stereo unspecified) | -5.5 | 9.4
16 | CCSC1=N/C(=C\c2ccc3c(c2)OCO3)C(=O)S1 | nt | -13.8
13 | CC(=O)c1c(C)n(CC2CCCO2)c2ccc(O)cc12 (stereo unspecified) | 8.3 | -46.0
10 | O=S(=O)(CCc1nc2ccccc2o1)c1ccc(Cl)cc1 | -11.8 | -13.0
24 | Cn1nnnc1Sc1ncnc2scc(-c3ccc(F)cc3)c12 | 3.4 | nt
27 | COc1cc2[nH]c(=S)n(CCN3CCOCC3)c(=O)c2cc1OC | 7.2 | -13.5
23 | O=C(CN1C(=O)NC(Cc2ccccc2)C1=O)Nc1ccc(F)cc1 (stereo unspecified) | -3.7 | -7.6
26 | O=C(NC12CC3CC(CC(C3)C1)C2)C1CC(=O)N(c2ccc(Br)cc2)C1 (stereo unspecified) | nt | 9.3
31 | Cc1nnc(SCCn2c(N3CCN(C)CC3)nc3c2c(=O)[nH]c(=O)n3C)s1 | 0.4 | 8.5
29 | CCOc1ccc(NC(=O)N(CCCN2CCOCC2)Cc2cccnc2)cc1 | nt | -11.4
12 | CCc1c(C)nc2ncnn2c1N1CCC(C(=O)NCc2cccc(OC)c2)CC1 | -17.7 | 19.3
25 | CCN(CC)CCN(Cc1cc2cc3c(cc2[nH]c1=O)OCCO3)C(=O)NC1CCCCC1 | 0.2 | 26.4
11 | NC(=O)CC(NC(=O)Cc1ccc(Br)cc1)c1ccc(NCCc2ccccc2F)c([N+](=O)[O-])c1 (stereo unspecified) | nt | -6.0

# Next compounds follow.
item | molecule | RT RNaseH block | RmlC RmlD mix
33 | COc1ccc(Oc2nccc(-c3ccccc3)c2C#N)cc1 | nt | -2.1
34 | O=C(O)C1=C[C@@H](c2csc3ccccc23)C[C@@H](OCCCCO)O1 | nt | -14.2
35 | CC1(C)Cc2nc3oc4c(N5CCOCC5)ncnc4c3cc2CO1 | nt | -12.3
36 | Cc1oncc1-c1cn2ccccc2n1 | nt | 3.6
37 | CC1(c2nnc(Cc3ccccc3)o2)CC(c2ccc(C#N)cc2)=NO1 (stereo unspecified) | nt | 25.4
38 | Cc1ccc(S(=O)(=O)NC(C)CCc2ccccc2)cc1 (stereo unspecified) | nt | -6.4
39 | COc1ccc(OC)c(-n2c(C)ccc2-c2ccc(S(C)(=O)=O)cc2)c1 | nt | -24.0
40 | Cn1c(=O)c2c(nc(CN3CCOCC3)n2CC(O)CO)n(C)c1=O (stereo unspecified) | 0.3 | 5.2
41 | O=C(Cn1nnc(-c2ccc(Cl)cc2)n1)NCCC1=CCCCC1 | 49.2 | 40.0
42 | CS(=O)(=O)c1ccc2nc(NC(=O)CC3CCCC3)sc2c1 | 4.3 | 7.1
43 | COc1ccc(S(=O)(=O)NC(C(C)C)C(C)C)cc1OC | 6.5 | 6.0
44 | CCOC(=O)c1cnc2c(C)c(-c3ccccc3)[nH]n2c1=O | nt | 7.2
45 | CCOC(=O)CN(C(=O)CSc1nnc2c(n1)[nH]c1ccc(OC)cc12)c1ccc(F)cc1 | -5.8 | 3.0
46 | CCOC(=O)c1cc2c(=O)n3cccc(C)c3nc2n(CCOC)c1=NC(=O)c1ccncc1 | 0.7 | nt
47 | CC1=C(C)C(=O)N(CCC(=O)O)C1=O | 0.9 | 9.9
48 | COc1ccccc1N1CCN(CC(=O)NCC2CCCO2)CC1 (stereo unspecified) | nt | 6.8
49 | CCC(=O)c1cc2c(cc1NC(=O)c1ccc(C)cc1)OCCO2 | 20.3 | -5.3
50 | COc1ccc(NC(=O)c2nc[nH]c2C(=O)N2CCN(c3ccccc3)CC2)cc1 | nt | -8.4
51 | CC(C)(C)c1ccc(/C=C/C(=O)NC2=NCCS2)cc1 | nt | 10.1
52 | CCCCP(=O)(CCCC)c1ccccc1C(=O)O | -5.1 | 10.9
53 | Nc1nonc1-c1nc2ccccc2n1Cc1ccc(F)cc1Cl | -8.6 | nt
54 | Cc1noc(NS(=O)(=O)c2ccc(NC(=O)CCC3CCCC3)cc2)c1C | -3.4 | -10.4

# Screening data (PubChem BioAssay)
